GAA spleen mod – inhibitors or activators of human alpha-glucosidase in spleen homogenate; P10253; human spleen homogenate, 4-MU-alpha-glucoside fluorescence; Potency, µM (doses to about 79.9 µM), for the others: at the top dose activity change, negative = inhibition, actives largely listed as inhibitors; hit rate 0.006% among 240,000; AID 2112;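 note: potency is the fitted concentration of half-maximal effect; 0% = enzyme with vehicle and -100% = no enzyme basal signal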
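Human spleen homogenate (1 ug) with 4-methylumbelliferyl-alpha-D-glucopyranoside (1 mM final) in 50 mM citrate/phosphate pH 5.0, 0.01% Tween-20; 40 min at 37 C. Stopped at pH 10; 4-MU fluorescence Ex 365/Em 440 nm; AC50 by Hill fit.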
Lamin A splicing – modulators of lamin A splicing | HeLa LMNA splicing GFP/RFP minigene ratio, 48 h | Potency, µM (top dose mostly 46.1 µM), for the others: at the highest dose ratio change, negative = inhibition, usual class: inhibitors | hit rate 0.01% among 200,000 | AID 1487; active = well fitted inhibition curve with a large enough effect in the signal ratio, with a control signal flat, not every such curve was filed as active; inconclusive = small, poorly fitted or top-dose-only effect, or effect the other way, or a change in a side signal; the % refers to the signal ratio; note: potency is the fitted concentration of half-maximal effect; % is set by controls: 0 for no effect and ±100 for the full control effect
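S3 HeLa stable clones carrying a lamin A-EGFP splicing minigene plus DsRed2 were seeded at 600 cells/well in Opti-MEM with 2% FBS, pin-dosed and incubated 48 h at 37°C. Acumen cytometry (488 nm) gave the GFP/RFP total-intensity ratio.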
GAA inhib – blocks human lysosomal alpha-glucosidase | P10253 | purified human GAA, 4-MU-alpha-glucoside fluorescence | Potency, µM (highest dose often 76.9 µM), without a hit: top-dose activity change, negative = inhibition, hits mostly inhibitors | hit rate 0.005% among 200,000 | AID 1466;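 note: potency is the fitted concentration of half-maximal effect; plate controls were uninhibited enzyme wells for no effect and no-enzyme background for full effect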
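Fluorogenic assay: 4 nM human alpha-glucosidase with 400 uM 4-methylumbelliferyl-alpha-D-pyranoside in 50 mM citrate/phosphate, 0.005% Tween-20, pH 5.0, 20 min at room temperature. Compounds tested up to 77 uM; AC50 from Hill fits.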
HTT ATP protect – Huntington cell model cytoprotection by ATP luminescence; PC12 HTT-Q103 induced, cytoprotection, ATP luminescence, 40 h; Potency, µM (highest dose often 56.4 µM), for the others: cytoprotection (ATP increase), most hits filed as activators; hit rate 0.14% among 230,000; AID 1471;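 note: potency is the fitted concentration of half-maximal effect; % of control where 0% means no effect; nearly all actives have a fitted effect of over 45% in size; toxic huntingtin expression switched on by the ecdysone agonist tebufenozide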
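Cells were plated at 1500 per well in phenol red-free DMEM with 5% equine and 5% calf serum. Tebufenozide (100 nM final) and compounds were added, then ATPlite reagent, and luminescence was read.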
GAA glycogen mod – GAA glycogen-cleavage inhibition or activation; AID 2100; P10253; hit rate 0.38% among 300,000; recombinant GAA, glycogen substrate, Amplex Red glucose oxidase fluorescence; Potency, µM (highest dose often 76.4 µM), for inactives: at the highest dose activity change, negative = inhibition, most hits filed as inhibitors;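 note: potency is the fitted concentration of half-maximal effect; 0% = full enzyme reaction and -100% = no-enzyme basal signal; the screen sought inhibitors and activators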
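Recombinant human enzyme (4 nM); glycogen substrate; 37 C, 40 min, pH 5.0. Readout: coupled glucose oxidase/Amplex Red fluorescence.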
CBFb RUNX1 block – blocks binding between human CBF-beta and RUNX1 | Q01196+Q13951 | AlphaScreen CBFb-His/RUNX1-biotin binding, biochemical | Potency, µM (titrated, usually from 59.8 µM), for the others: top-dose activity, negative = inhibition, most hits filed as inhibitors | 230,000 tested, under 10 active | AID 1477; note: % of control where 0% means no effect
Target sequence (Q01196 whole entry, looked up): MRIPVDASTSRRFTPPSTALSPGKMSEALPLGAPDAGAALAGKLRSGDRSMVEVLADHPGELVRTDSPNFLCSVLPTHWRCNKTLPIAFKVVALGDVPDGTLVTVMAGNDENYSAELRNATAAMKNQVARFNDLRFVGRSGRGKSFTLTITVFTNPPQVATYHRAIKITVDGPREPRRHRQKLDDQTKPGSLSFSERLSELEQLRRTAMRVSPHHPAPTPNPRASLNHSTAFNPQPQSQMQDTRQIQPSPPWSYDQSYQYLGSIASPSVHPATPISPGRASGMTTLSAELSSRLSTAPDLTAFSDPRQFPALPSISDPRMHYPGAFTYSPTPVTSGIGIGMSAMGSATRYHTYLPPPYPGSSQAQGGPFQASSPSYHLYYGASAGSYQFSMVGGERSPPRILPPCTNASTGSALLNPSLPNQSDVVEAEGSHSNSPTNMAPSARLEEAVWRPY
Target sequence (Q13951 whole entry, looked up): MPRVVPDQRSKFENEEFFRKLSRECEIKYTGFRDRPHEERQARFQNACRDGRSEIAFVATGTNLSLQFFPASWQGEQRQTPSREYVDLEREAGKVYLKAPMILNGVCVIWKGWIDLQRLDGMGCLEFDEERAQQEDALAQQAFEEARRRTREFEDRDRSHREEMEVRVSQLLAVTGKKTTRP
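Room-temperature protein-protein interaction test with 30 nM each of His-tagged CBF-beta and biotinylated RUNX1, 15 min with compound, then 90 min with nickel plus streptavidin beads. Signal read in AlphaScreen mode.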
HTT aggregate – reduces HttQ103-GFP aggregates in PC12 cells. PC12 HttQ103-GFP aggregates, Acumen cytometry, 40 h. Potency, µM (titrated, usually from 46.1 µM), for the others: top-dose activity change, negative = inhibition, usual class: inhibitors. hit rate 1.1% among 220,000; note: potency is the fitted concentration of half-maximal effect; % is set by controls: 0 for no effect and ±100 for the full control effect; nearly all actives have a fitted effect of over 60% in size
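Ecdysone-promoter PC12 model expressing HTT exon 1 Q103 fused to GFP, induced by tebufenozide at 100 nM final. Compounds titrated; aggregates sized 1–25 µm scored on a 488 nm laser cytometer.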
* marks the source's active call; other numbers are inactive results; ? = inconclusive; / = not tested or not shown; [ ] = remark or other dose. Unless noted, calls come from the whole dose curve; as a rule, active = well fitted curve in the direction sought with a large enough effect; inconclusive = small, poorly fitted or top-dose-only effect, or another doubt; inactive = no such curve, though single readings can be large; an effect the other way counts as inactive or inconclusive.

SMILES | GAA spleen mod | Lamin A splicing | GAA inhib | HTT ATP protect | GAA glycogen mod | CBFb RUNX1 block | HTT aggregate
O=S(=O)(NCC1CCCO1)c1ccc(Oc2ccccc2)cc1 (stereo not drawn) | -3.0% | ? | 4.2% | -14.4%[0.074 µM] | -1.9% | 10.2% | ?
Cn1nnc(NC(=O)c2ccccc2F)n1 | 4.6% | -5.8% | -2.5% | 4.5% | -6.1% | 2.3% | 13.4%
CCOc1ccc(C2Nc3cccc4cccc(c34)N2)cc1OC | 4.0% | -10.4% | -7.5% | 8.3%[1.9 µM] | ? | 6.5% | 4.7%
CCOC(=O)CCCNC(=O)CCNC(=O)c1ccc(OC(C)C)cc1 | -2.4% | 3.0% | 0.5% | -1.8% | 0.1% | 4.0% | -3.7%
Cc1ccc(CN2CCSc3ccc(C(=O)NC4CCN(Cc5ccccc5)CC4)cc32)cc1 | 4.5% | / | -1.1% | -42.8%[inhibitor] | -11.6% | -5.0% | -28.0%
CSc1nnc2c(n1)[nH]c1c(C)cccc12 | -5.6% | ? | -1.0% | -6.7% | 4.3% | -3.0% | -26.6%
Cc1ccnc2nc(C(=O)OCC(=O)N3CCc4ccccc43)nn12 | 4.9% | 20.0%[46 µM] | -0.5% | 8.0%[10 µM] | 3.9% | -2.9% | -8.0%
O=c1/c(=C/c2ccc(CNS(=O)(=O)c3ccccc3)o2)sc2n1CCN=2 | -4.6% | 1.0% | -4.5% | -19.0%[10 µM] | -4.1% | -16.7% | 14.6%
COc1ccc(N=C2C(=O)Nc3c(C)cccc32)cc1 | -6.7% | 16.7% | ? | -2.5% | ? | -0.4% | 15.4%
Cc1ccc(NC(=S)N(CCCN(C)C)Cc2cc3cc4c(cc3[nH]c2=O)OCO4)cc1 | -2.2% | 15.1%[46 µM] | 12.1% | 18.1%[10 µM] | 6.8% | 1.7% | 5.4%[9.22 µM]
C/C(=C\C(=O)C(F)(F)F)Nc1cc(C)cc(C)c1 | -5.0% | -2.2% | -0.6% | -16.7%[10 µM] | 6.8% | 6.5% | -20.0%
CC(C)C[C@@H](CC(=O)N[C@@H](CCC(=O)O)CC(=O)O)NC(=O)[C@@H]1CNCC[C@H]1NC(=O)C[C@H](CCCN)NC(=O)C[C@H](Cc1ccccc1)NC(=O)[C@@H]1CNCC[C@H]1N | -5.8% | / | / | -14.3%[1.9 µM] | / | ? | /

A second format for part of the listing above:
SMILES	GAA spleen mod	Lamin A splicing	GAA inhib	HTT ATP protect	GAA glycogen mod	CBFb RUNX1 block	HTT aggregate
Cc1ccnc2nc(C(=O)OCC(=O)N3CCc4ccccc43)nn12	4.9%	20.0%[46 µM]	-0.5%	8.0%[10 µM]	3.9%	-2.9%	-8.0%
O=c1/c(=C/c2ccc(CNS(=O)(=O)c3ccccc3)o2)sc2n1CCN=2	-4.6%	1.0%	-4.5%	-19.0%[10 µM]	-4.1%	-16.7%	14.6%
COc1ccc(N=C2C(=O)Nc3c(C)cccc32)cc1	-6.7%	16.7%	?	-2.5%	?	-0.4%	15.4%

(next part)
SMILES | GAA spleen mod | Lamin A splicing | GAA inhib | HTT ATP protect | GAA glycogen mod | CBFb RUNX1 block | HTT aggregate
Cc1ccc(-c2c3c(nc4sc(C(N)=O)c(N)c24)CCC3)cc1 | -3.6% | 40.7% | ? | -2.2% | 3.1% | 7.7% | 10µM*
Cc1cc(=O)oc2cc(OCC(=O)NCc3ccco3)ccc12 | -12.5% | 3.3% | -3.9% | 13.8%[10 µM] | 2.7% | -1.8% | -3.0%
CCC(CC)c1nnc(NC(=O)C2CC(=O)N(c3ccc4c(c3)OCCO4)C2)s1 (stereo not drawn) | -1.1% | -12.1% | -1.1% | -20.1%[10 µM] | 7.1% | -2.2% | -6.8%
Cc1cc(C)n2c(Br)c(CSc3nc4ccccc4s3)nc2n1 | -4.3% | -5.2% | -1.8% | 14.0%[10 µM] | 9.1% | -25.7% | 6.5%
Cc1noc(C)c1COC(=O)c1cc(F)c(F)cc1Cl | 8.9% | 9.6% | -9.9% | -10.3%[0.074 µM] | 6.9% | 12.2% | -0.5%
Fc1cccc(F)c1-n1c(CN2CCOCC2)csc1=S | 2.6% | / | -1.7% | -34.7%[inhibitor] | 4.4% | 27.5% | -9.5%
Cc1nn(-c2ccccc2)c(C)c1/C=C/C(=O)OC(C)C(=O)Nc1ncc(Cl)cc1Cl (stereo not drawn) | -16.3% | -7.5% | -1.4% | 25.4%[1.9 µM] | 8.4% | 1.2% | 1.9%
CC1=Nc2nc(N3CCCCC3)c(C#N)c3c4c(nc(c23)N1)N(c1ccc(C(C)C)cc1)C(=O)C4 | 1.9% | 1.8% | -12.1% | 15.4%[10 µM] | -3.3% | 2.9% | -18.4%
COc1cccc(/C=N/NC(=O)CCc2c(C)n[nH]c2C)c1 | 1.5% | -6.8% | -0.4% | 4.6% | -0.1% | 12.2% | 5.6%
COCCn1c(CN2CCC(Cc3ccccc3)CC2)nc2c1c(=O)n(C)c(=O)n2C | -6.0% | ? | -2.6% | -11.8%[0.074 µM] | 6.4% | 11.3% | ?
CCO[C@@H]1OC(C(=O)N2CCN(Cc3ccc4c(c3)OCO4)CC2)=C[C@H](c2coc3ccccc3c2=O)[C@H]1CCCO | 0.0% | / | / | -1.2%[10 µM] | -3.7% | 1.5% | -10.1%[9.22 µM]
CCOc1ccccc1C1N=C(c2ccc(OC)cc2)CC(c2ccccc2O)N1 (stereo not drawn) | -5.1% | ? | -2.6% | -54.6%[inhibitor] | -8.7% | -2.3% | 1.5%
Cc1ccc(-n2[nH]c(C)c(/C=N/c3cccc(C)n3)c2=O)cc1 | 2.0% | / | / | -11.8%[10 µM] | 1.3% | 1.8% | -13.2%[9.22 µM]
COc1ccc(/C=N\NS(=O)(=O)c2ccc(Br)cc2)cc1COc1ccccc1[N+](=O)[O-] | -5.4% | -2.7% | 1.8% | 22.8%[1.9 µM] | 2.1% | 0.6% | -3.7%
O=C(CCn1c(=O)oc2ccccc21)NCc1cccs1 | -5.9% | -3.9% | -2.6% | -2.1%[10 µM] | -0.5% | -1.4% | -18.1%
Cc1c(NC(=O)CN2CCN(c3ccc([N+](=O)[O-])cc3)CC2)c(=O)n(-c2ccccc2)n1C | -9.3% | 27.0%[46 µM] | -4.4% | -21.0% | 3.1% | 11.4% | -1.5%
O=C(NCc1cccc(C(F)(F)F)c1)C1CCN(c2ncccn2)CC1 | -0.7% | -8.5% | -3.6% | -3.4% | 5.7% | 3.9% | 7.1%
C/C=C/C=C/C(=O)OC(C)C(=O)Nc1cc([N+](=O)[O-])ccc1OC (stereo not drawn) | -2.0% | / | -2.6% | -31.0% | 5.6% | -1.4% | -7.5%
O=C(COC(=O)c1ccc(NS(=O)(=O)c2ccc(Br)s2)cc1)NC1CCCC1 | 2.2% | / | -1.2% | / | 4.8% | 8.9% | 16.3%
Cc1cc(-c2csc(N)n2)c(C)n1CCC(C)C | 1.2% | 12.2% | -5.7% | -11.5%[10 µM] | 10.1% | -13.6% | 12.2%
CCOc1cc(Br)ccc1S(=O)(=O)N1CC(C)OC(C)C1 (stereo not drawn) | -10.4% | ? | -0.4% | 9.1% | 4.4% | 5.7% | ?
CC(C)c1ccccc1NC(=O)COc1ccc2c(=O)c(Oc3ccc4ccccc4c3)coc2c1 | -1.9% | ? | -1.8% | / | 0.3% | -0.7% | ?
O=C(OCCN1CCCCC1)c1cc2ccccc2o1 | -1.6% | 3.5% | 1.8% | -6.1%[10 µM] | 6.0% | -0.9% | 9.6%
COC(=O)C1=C(C(=O)OC)[C@@H]2N(Cc3ccccc3)c3ccccc3[C@@]23C[C@@H](C(=O)OC)N(S(=O)(=O)c2ccc(C#N)cc2)C3=N1 | 4.3%[17.4 µM] | 2.7%[9.22 µM] | / | 3.6%[10 µM] | / | -4.1%[13.1 µM] | /
CC(=O)Nc1ccc(S(=O)(=O)N2CCSC2c2ccc(Cl)cc2)cc1 (stereo not drawn) | 4.0% | ? | -1.3% | 7.3%[10 µM] | -6.0% | 4.0% | ?
CCOc1ccc(NC(=O)CSc2nccn2C)cc1 | -5.2% | -7.1% | 0.5% | -13.9%[10 µM] | 5.7% | -7.8% | 4.0%
NC(=O)C1CCN(C(=O)COc2ccc3ccccc3c2)CC1 | 7.5% | -9.0% | 5.0% | 5.0%[10 µM] | -1.9% | -3.2% | -3.0%
CC(C)c1nc(C#N)c(NN)o1 | 4.8% | / | / | 9.1%[10 µM] | -20.1% | 2.3% | 0.0%[9.22 µM]
O=C(CCOc1ccccc1)NCc1ccccc1 | -7.9% | 3.9% | -2.1% | 10.2%[1.9 µM] | -16.3% | 2.1% | -17.2%
CC(=O)c1cccc(NC(=O)Cc2cccs2)c1 | -7.4% | 20.6% | 2.1% | 9.2% | 5.2% | -3.1% | ?
CCOc1ccccc1C(=O)N1CCN(c2cccc(Cl)c2)CC1 | -5.1% | ? | -4.1% | -25.2%[0.074 µM] | -3.2% | 11.5% | -5.3%
CC(=O)Nc1ccc(NC(=O)C2CCC(CNS(=O)(=O)c3cccc4nsnc34)CC2)cc1 (stereo not drawn) | -4.7% | 8.6%[46 µM] | 0.3% | 20.7%[10 µM] | 1.5% | -0.1% | 16.2%
O=C(N/N=C\c1cccc(Cl)c1)c1ccc(Cn2cccn2)o1 | 3.6% | ? | -1.0% | -2.5%[10 µM] | 0.7% | 1.9% | 0.3%
CSc1nc2ccccc2n1CC(=O)Nc1c(C)cccc1C | -0.4% | ? | 2.7% | 2.6%[10 µM] | -2.7% | -0.1% | 20.5%
CC1=C(C(=O)N2CCOCC2)C(c2cc(C)cs2)NC(=O)N1 (stereo not drawn) | -26.9% | 8.8% | 0.8% | -1.3% | 6.0% | 4.9% | -9.5%
COCCNC(=S)Nc1ccc(S(=O)(=O)Nc2ncccn2)cc1 | -4.1% | / | 12.8% | -38.6%[inhibitor] | 14.2% | 0.1% | 26.6%
CN=C1SC(CC(=O)Nc2sc(C)c(C)c2C(=O)OC)C(=O)N1C (stereo not drawn) | -4.8% | 11.8% | -4.7% | -10.4% | 6.9% | 1.9% | -0.8%
COc1ccc(-c2nnc(SCc3cc(C)ccc3C)n2N)cc1 | 2.0% | -1.1% | 10.5% | -6.9% | -0.2% | 2.8% | -3.4%
CSc1cccc(NC(=S)N2CCCN(Cc3ccccc3F)C2)c1 | / | ? | -3.6% | 13.0% | 3.5% | 20.1% | 7.5%

Screens (PubChem)
